NCI-60 one-dose screen, 48 h, at 10 µM unless noted. Numbers give growth in % (100 = growth as untreated, 0 = no growth, -100 = all killed).
SR = SR leukemia cells; hit rate 8.7% among 73,000; AID 1794780
MDA-MB-231 = MDA-MB-231 breast cancer; AID 1794789; hit rate 5% among 81,000
K-562 = K-562 leukemia; hit rate 7.4% among 78,000
BT-549 = BT-549 breast cancer; hit rate 4.4% among 78,000
MDA-MB-468 = MDA-MB-468 breast cancer | hit rate 8.5% among 78,000
T-47D = T-47D breast cancer. hit rate 5% among 79,000. AID 1794792
MOLT-4 = MOLT-4 leukemia cells | hit rate 6.9% among 80,000 | AID 1794779
MCF7 = MCF7 breast cancer; hit rate 6.3% among 82,000; AID 1794796
Starred values were filed as active, the others as inactive; / = no result given; & = joins results of further samples; ! = not active in a repeat; [ ] = another dose, or the depositor's remark. Rule for the calls: active = growth percent below 10; inactive = the rest. Not a hit list; any-hit rate near 13%.

No.	smiles	SR	MDA-MB-231	K-562	BT-549	MDA-MB-468	T-47D	MOLT-4	MCF7
1	CCSc1nnc(NC(=O)c2cc(-c3ccccc3)oc2C)s1	108	105	106	114	108	94	106	95
2	Cc1ccc(-c2nc3ccc(C(=O)N=Nc4c(O)[nH]c5ccc(Cl)cc45)cc3[nH]2)cc1	/	-73*	/	-1.7*	-75*	-4.4*	/	-27*
3	O=[N+]([O-])c1cc(Cl)ccc1SSc1ccc(Cl)cc1[N+](=O)[O-]	103	92	108	111	114	117	97	88
4	CC(=O)Nc1ccc(N)cc1S(=O)(=O)O	101	108	99	/	105	109	92	97
5	O=C(NN1C(=O)CSC1c1cccc(Br)c1)c1ccc(NC(=O)c2ccccn2)cc1 (stereo not drawn)	73	110	86	88	86	81	81	87
6	Cc1csc(NC(=O)c2ccc(N(C)C)cc2)n1	74	83	85	112	94	76	83	80
7	Cc1cc(C)n(CC(=O)Nc2ccc(-c3nc4ccccc4s3)cc2)n1	99	108	100	115	-3.6*	93	84	27
8	Clc1ccccc1/C=C/c1nn2c(-c3ccncc3)nnc2s1	/	101	/	107	97	95	/	66
9	CO[C@@H]1CSS[C@H]1Cn1nc(-c2ccc(Oc3ccccc3)cc2)c2c(N)ncnc21	/	73	8.2*	64	12	18	14	31
10	O=C1C(c2ccccc2)C2C=CC(C2)N1O (stereo not drawn)	105	102	97	136	99	92	93	104
11	Cc1cccc(C)[n+]1[O-]	120	97	105	110	112	99	114	99
12	CC(C)OC(=O)c1c2cc(F)c(F)cc2nn1Cc1ccccc1	74	68	68	82	79	27	50	65
13	Cc1cc2c(s1)CCCC1CC(=O)N(CCN3CCN(C)CC3)N=C21 (stereo not drawn)	101	120	112	100	/	93	96	91
14	O=C1c2c(c(=O)[nH]c3ccccc23)CN1Cc1ccccc1	98	86	88	/	95	90	85	100
15	Cc1ccc(S(=O)(=O)O)cc1Cl	104	108	103	/	100	97	101	93
16	O=C1Nc2ccc(Br)cc2C1=O	82	97	87	105	109	96	96	92
17	COC(=O)C(=O)C1CCc2c(Cl)cc(OC)c(OC)c2C1=O (stereo not drawn)	/	94	93	118	/	95	107	96
18	O=C(Nc1cccc(Cl)c1)Nc1ccccc1Cl	82	74	61	99	/	82	75	78
19	O=C(N/N=C/c1ccc(B(O)O)s1)c1[nH]c2ccc(Br)cc2c1-c1ccccc1	-23*	-88*	2.6*	-76*	-96*	-77*	-8.0*	-67*
20	O=C(CCc1cccs1)Nc1ncc(Cc2ccccc2)s1	112	96	98	106	118	107	101	90
21	CC(=O)[C@@H]1CC[C@]2(COS(=O)(=O)c3ccc(C)cc3)CC[C@]3(C)[C@H](CC[C@@H]4[C@@]5(C)CCCNC(C)(C)[C@@H]5CC[C@]43C)[C@@H]12	-25*	96	2.3*	83	20	50	22	58
22	COc1cc(NC(C)CN(CC(C)C)C(C)C)c2ncccc2c1 (stereo not drawn)	90	81	98	108	-15*	31	97	43
23	CS(=O)(=O)c1ccc([C@@H](O)[C@H](CF)NC(=O)C(Cl)Cl)cc1	/	95	/	90	71	86	98	84
24	Cc1cc(O)c(C(C)C)cc1NC(=O)Nc1ccccc1	/	100	/	88	114	96	/	114
25	NS(=O)(=O)c1cccc(N/C=C/C(=O)c2cc3ccccc3oc2=O)c1	104	88	95	106	89	90	120	90
26	CCN1C(=O)N(CC)C2NNC(Sc3c(C(=O)O)c4ccccc4n(C4CCCC4)c3=O)=NC21 (stereo not drawn)	22	12	14	6.1*	58	61	24	17
27	COc1ccc(C2=NN(C(=O)c3cc(-c4ccc(Cl)cc4)nc4ccccc34)C(c3cc(-c4ccccc4)nn3-c3ccccc3)C2)cc1OC (stereo not drawn)	72	79	66	93	82	52	67	74
28	O=c1oc2c(cnc3ccccc32)cc1-c1ccc([N+](=O)[O-])cc1	107	108	96	110	111	89	102	106
29	CC(=O)C1=C(C)NC(NNc2ccccc2)=NC1c1ccc(Cl)cc1 (stereo not drawn)	57	90	38	105	94	80	78	75
30	NS(=O)(=O)c1ccc(NCc2cn(-c3ccc(C(=O)O)cc3)nc2-c2ccc(C(F)(F)F)cc2)cc1	92	105	92	104	110	110	98	96

Structural class: the compounds so far with a thiophene ring, fused or not.
No.	smiles	SR	MDA-MB-231	K-562	BT-549	MDA-MB-468	T-47D	MOLT-4	MCF7
13	Cc1cc2c(s1)CCCC1CC(=O)N(CCN3CCN(C)CC3)N=C21 (stereo not drawn)	101	120	112	100	/	93	96	91
19	O=C(N/N=C/c1ccc(B(O)O)s1)c1[nH]c2ccc(Br)cc2c1-c1ccccc1	-23*	-88*	2.6*	-76*	-96*	-77*	-8.0*	-67*
20	O=C(CCc1cccs1)Nc1ncc(Cc2ccccc2)s1	112	96	98	106	118	107	101	90

Ordered by number of heavy atoms (descending): some entries from above.
No.	smiles	SR	MDA-MB-231	K-562	BT-549	MDA-MB-468	T-47D	MOLT-4	MCF7
5	O=C(NN1C(=O)CSC1c1cccc(Br)c1)c1ccc(NC(=O)c2ccccn2)cc1 (stereo not drawn)	73	110	86	88	86	81	81	87
17	COC(=O)C(=O)C1CCc2c(Cl)cc(OC)c(OC)c2C1=O (stereo not drawn)	/	94	93	118	/	95	107	96
24	Cc1cc(O)c(C(C)C)cc1NC(=O)Nc1ccccc1	/	100	/	88	114	96	/	114

Remaining list, next part:
No.	smiles	SR	MDA-MB-231	K-562	BT-549	MDA-MB-468	T-47D	MOLT-4	MCF7
31	COc1ccc(N2C(=O)C(Oc3ccccc3)C2c2ccc(C)cc2)cc1 (stereo not drawn)	/	101	95	99	122	97	101	96
32	COc1ccc(-c2nnc(SCC(=O)Nc3ccc(C(=O)/C=C/c4cc(OC)c(OC)c(OC)c4)cc3)n2-c2ccccc2)cc1OC	75[100 µM]	-45*[100 µM]	31[100 µM]	-95*[100 µM]	-14*[100 µM]	-43*[100 µM]	45[100 µM]	1.2*[100 µM]
33	CC(=O)CC(=O)N(C)Cc1ccccc1	93	112	92	113	113	92	88	105
34	COc1cccc2c1OC1(Oc3c(cccc3OC)C=C1C)C(C)=C2	106	89	84	101	101	84	91	97
35	O=C(O)CCCCCN1C(=O)/C(=C/c2ccc(O)c(O)c2)SC1=S	107	92	100	101	103	98	106	91
36	CCCCN(C(=O)CCC)c1ccccc1	88	100	93	/	107	99	92	107
37	COc1ccc(-c2cn3c(-c4ccc(OC)cc4)cnc3c(Oc3ccc4c(C)cc(=O)oc4c3)n2)cc1	/	6.3*	/	29	44	45	/	44
38	Cc1nn(-c2ccc(F)cc2)c2nc(-c3ccc([N+](=O)[O-])cc3)[nH]c(=O)c12	123	91	97	113	108	91	101	91
39	CCN(CC)CCCCCNc1cc(OC(=O)c2ccccc2)cc2cccnc12	-38*	88	24	97	/	77	55	134
40	CCCCOc1nc2ccc(C)cc2cc1/C=C/C(=O)/C=C/c1ccc(Cl)cc1	/	96	/	92	116	63	/	36
41	O=C(CSc1nnc2n1N=C(c1ccc([N+](=O)[O-])cc1)CS2)c1ccc([N+](=O)[O-])cc1	94	89	102	104	97	82	105	102
42	COc1ccc(Oc2nc(Nc3ccc(N4CCOCC4)cc3)ncc2N=Cc2ccc(O)c(OC)c2)cc1	99	95	83	97	96	87	99	89
43	CC(O)CN (stereo not drawn)	98	105	105	102	98	105	104	94
44	CCN1C(=O)N(CC)C2C1NN=c1s/c(=C\c3ccc([N+](=O)[O-])cc3)c(=O)n12 (stereo not drawn)	20	18	9.6*	33	7.9*	24	16	7.6*
45	COc1ccc(-c2cc(-c3ccccc3)nc(SCCCCCCC(=O)NO)n2)cc1	21	69	27	85	64	33	14	30
46	C/C=C/C=C1/OC(C)=C(C(C)=O)C1=O	26	110	105	92	105	87	103	96
47	COc1cccc(OC)c1/C=C(\C#N)C(=O)Nc1cc(-c2ccccc2)nn1-c1ccccc1	107	89	94	96	97	85	89	90
48	CC(CCCO)Nc1ccnc2cc(Cl)ccc12 (stereo not drawn)	102	103	87	107	124	97	106	98
49	O=C1NC(=O)C(Cc2ccc(OCc3ccc(-c4ccc(F)cc4)cc3)cc2)S1 (stereo not drawn)	62	87	46	/	59	62	72	74
50	CCN(CC)c1ccc(-c2nc3c4ccccc4c4ccccc4c3[nH]2)c(O)c1	84	81	79	101	107	83	96	76
51	Cn1cc(-c2nnc(N)nc2-c2c[nH]c3ccc(F)cc23)c2cc(Br)ccc21	4.9*	47	6.4*	11	-33*	29	-21*	12
52	CC(=O)N1N=C(c2ccccc2)CC1c1c(C)nn(-c2ccccc2)c1N1CCOCC1 (stereo not drawn)	84	103	107	91	89	92	98	91
53	O=c1oc2cc(OS(=O)(=O)c3ccc(F)cc3)ccc2c2c1CCCCCC2	72	96	71	67	52	61	74	83
54	COCCOc1cc2ncnc(N3CCN(c4ncc(S(=O)(=O)N5CCCCC5)cn4)CC3)c2cc1OCCOC	73	106	96	105	75	87	92	79
55	COc1ccc(C2=C(Br)C(=O)C(c3ccc(OC)cc3)=C(Br)C2=O)cc1	92	110	95	100	97	83	96	92
56	COc1cc2c(cc1OC)C1(C)N(CC2)C(=O)OC1(C)C (stereo not drawn)	/	115	-78*	115	93	98	-75*	91
57	COc1ccc(N2C(=O)CCSC2=S)cc1	123	105	103	110	95	95	105	95
58	CC(=O)NCNC(C)=O	85	118	112	100	103	108	88	94
59	COc1ccc2c(c1)C(O)C(CO)C(C(=O)O)C2 (stereo not drawn)	91	97	108	108	120	105	104	109
60	COc1cc(C2C3CC4CCCC[C@H]4N3[C@@]3(C(=O)Nc4cc(Cl)ccc43)C2C(=O)c2nc3ccccc3[nH]2)cc(OC)c1OC (stereo partly drawn)	38	77	40	76	53	36	14	30

Reformatted screen by screen: entries from further up
13: Cc1cc2c(s1)CCCC1CC(=O)N(CCN3CCN(C)CC3)N=C21 (stereo not drawn)
14: O=C1c2c(c(=O)[nH]c3ccccc23)CN1Cc1ccccc1
15: Cc1ccc(S(=O)(=O)O)cc1Cl
entry no.	13	14	15
SR	101	98	104
MDA-MB-231	120	86	108
K-562	112	88	103
BT-549	100	/	/
MDA-MB-468	/	95	100
T-47D	93	90	97
MOLT-4	96	85	101
MCF7	91	100	93

Later entries.
No.	smiles	SR	MDA-MB-231	K-562	BT-549	MDA-MB-468	T-47D	MOLT-4	MCF7
61	CN1C(=O)C(=Cc2cn(CC(O)CN3CCC(N4CCCCC4)CC3)c3ccccc23)C(=O)N(C)C1=O (stereo not drawn)	101	115	121	110	108	106	108	94
62	c1ccc(-c2nc3ccccc3nc2-c2ccccn2)nc1	89	105	94	98	104	90	90	102
63	COc1ccc(-c2nn(-c3ccccc3)cc2/C=C2\SC(=S)N(C3CCCCC3)C2=O)cc1	94	84	80	113	/	89	100	83
64	CCOc1ccc(-c2nc3ccc(-c4nc5ccc(N6CCN(C)CC6)cc5[nH]4)cc3[nH]2)cc1	/	-84*	25	-97*	-85*	-69*	-60*	-90*
65	CCOC(=O)c1c[nH]c2c(CC)cccc2c1=O	75	85	66	111	68	67	73	85
66	COc1cccc(-c2nc3occn3c2-c2ccnc(NCCNS(=O)(=O)c3ccc(C)cc3)n2)c1	96	91	78	103	94	79	73	91
67	Cc1ccc(S(=O)(=O)N2CCCCC2)cc1	99	105	101	113	106	102	98	95
68	Cc1ccc(-c2nc(C(Cl)Cl)nc3cc(-c4ccccc4)nn23)cc1	1.2*	13	14	54	-54*	51	10	25
69	O=C(/C=C/c1cn(Cc2ccc(Cl)cc2)c2ccccc12)c1ccccc1	73	84	23	89	90	62	62	75
70	Cc1ccc(NC(=O)Nc2ccccc2C(N)=O)cc1	111	114	93	/	100	93	95	98
71	COc1cc(Nc2nc3ccccc3nc2NS(=O)(=O)c2ccc(NC(=O)c3ccc(C)c(OC)c3)cc2)cc(OC)c1	8.5*!	14&77	29&63	-6.9*!	-30*!	-31*!	7.5*!	5.3*!
72	O=C(NNc1nc2cc(F)ccc2n2cncc12)c1cnccn1	17	34	24	55	32	34	6.8*	15
73	CCC(=Cc1ccc(CC)cn1)CC	93	106	89	115	113	105	88	101
74	CCCCCCCCCCCCCCCCCCCC(=O)NCCc1c[nH]c2ccc(O)cc12	/	78	75	32	128	103	71	85
75	O=C(O)C(=Cc1ccco1)C(=O)O	123	109	111	115	107	95	112	108
76	Cc1ccc(-c2csc3nc(C)c(CCCl)c(=O)n23)cc1	/	80	95	119	84	77	86	78
77	N#CCc1ccnc2ccccc12	102	105	109	111	97	97	100	102
78	CNC(=O)c1[nH]c(C)c2c1CCCCC2=O	84	96	107	108	100	91	98	92
79	O=Cc1cc(Cl)ccc1[N+](=O)[O-]	85	102	83	27	109	96	106	93
80	N#Cc1c2c(nn(-c3cccc(Cl)c3)c1=O)C(O)=C([N+](=O)[O-])C(c1ccccc1Cl)C2 (stereo not drawn)	/	63	/	113	102	70	80	73
81	Nc1c(Cl)cccc1[N+](=O)[O-]	104	99	101	114	115	110	100	99
82	Oc1ccc2ccccc2c1/C=N/Nc1ccccc1	68	61	66	77	83	52	54	53
83	COc1cc(C2CC(c3ccc(Cl)cc3)=NN2C=O)ccc1OS(=O)(=O)c1ccc(C)cc1 (stereo not drawn)	100	93	82	83	61	77	91	79
84	COc1ccc2nc3cc(Cl)ccc3c(NCCCNCCC(C)O)c2c1 (stereo not drawn)	-37*	-47*	-18*	-1.9*	-54*	4.1*	-18*	-0.5*
85	Cc1cnc(NC(=O)C2=C(O)c3ccccc3S(=O)(=O)N2C)s1	96	118	/	100	112	106	85	103
86	CCOCCOCCOCCOCCOCCOCCOCCOCCOCCO (tested in a mixture with another compound)	-52*	10	4.0*	-53*	-13*	17	-50*	3.6*
87	C#Cc1cccc(NC(=O)c2ccc(NC(=O)CCl)cc2)c1	/	-23*[8.25 µM]	7.9*[8.25 µM]	-45*[8.25 µM]	-35*[8.25 µM]	19[8.25 µM]	14[8.25 µM]	4.2*[8.25 µM]
88	O=C(O)CSCc1nnc2n(Cc3ccccc3)c(=O)c3c4c(sc3n12)CCCC4	76	84	79	101	/	85	72	110
89	O=C(O)/C=C/c1ccccc1[N+](=O)[O-]	97	/	101	110	111	112	91	110
90	Cc1ccn2c(C(=O)c3ccc(Br)cc3)cc(-c3cc(-c4ccc(N(C)C)cc4)c(C#N)c(N)n3)c2c1	64	39	69	62	-15*	51	94	46

Bioassay records from PubChem.
